CHO-K1 Ca ag – nonselective activator or artifact in parental CHO-K1 cells; Fluo-8 calcium fluorescence; scaled to maximal ATP response, vehicle zero; activation, % at 3 µM; 360,000 tested, 0.48% active; AID 602248; in the data active means activation above about 15%;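 further: untransfected CHO-K1 host cells lacking M1 receptor as counterscreen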
CHRM1 agonist – agonists of human M1 muscarinic receptor. activation, % at 3 µM. 360,000 tested, 0.33% active. P11229. CHO-K1 hM1, Fluo-8 calcium fluorescence, agonist mode; 0% DMSO, 100% acetylcholine EC100;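 active means activation above the run's mean compound activation plus 3 SD, cut at about 16% in these data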;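 further: peak over basal fluorescence ratio within a 140 s kinetic read after compound addition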
Target sequence (P11229 whole entry, looked up): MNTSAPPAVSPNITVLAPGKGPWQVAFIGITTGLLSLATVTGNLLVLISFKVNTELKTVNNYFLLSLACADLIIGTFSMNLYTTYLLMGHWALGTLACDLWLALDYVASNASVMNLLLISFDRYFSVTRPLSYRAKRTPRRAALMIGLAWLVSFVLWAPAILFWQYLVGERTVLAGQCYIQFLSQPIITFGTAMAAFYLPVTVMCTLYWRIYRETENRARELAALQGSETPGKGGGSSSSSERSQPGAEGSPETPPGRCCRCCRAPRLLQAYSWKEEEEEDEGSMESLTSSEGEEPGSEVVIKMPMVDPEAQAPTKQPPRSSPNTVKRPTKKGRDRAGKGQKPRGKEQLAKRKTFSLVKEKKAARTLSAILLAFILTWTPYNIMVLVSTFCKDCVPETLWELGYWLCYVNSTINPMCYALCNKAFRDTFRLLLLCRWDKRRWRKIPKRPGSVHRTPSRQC
CHO parental Ca – counter-screen: ATP calcium response change in parental CHO cells; parental CHO-K1, ATP-induced calcium, Fluo-8 fluorescence; inhibition, % at 5.6 µM; 330,000 tested, 0.63% active; AID 463079;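 active means inhibition above that plate's mean sample inhibition plus 3 SD, cut at about 26% in these data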;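 further: 0% = ATP-challenged DMSO wells and 100% = DMSO wells without ATP; some compounds past the cut are filed as inactive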
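Measured by: calcium-sensitive Fluo-8 fluorescence / Test system: CHO parental line / Controls: ATP-challenged DMSO wells low, unchallenged DMSO wells high / Measure: % inhibition / Compound: single nominal dose of 5.6 µM per compound / Replicates: single well per compound, no replicates / Reagent: ATP as calcium-mobilizing challenge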
TAAR1 antag – antagonists of human TAAR1; 360,000 tested, 1.5% active; inhibition, % at 3 µM; Q96RJ0; CHO RD-HGA16 TAAR1, Fluo-8 calcium fluorescence, antagonist;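 active means inhibition above a per-plate cutoff, the mean inhibition of test compounds on that plate plus 3 SD, cut at about 49% in these data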;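 further: 0% = DMSO plus EC80 beta-PEA response and 100% = DMSO alone without agonist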
Target sequence (Q96RJ0 whole entry, looked up): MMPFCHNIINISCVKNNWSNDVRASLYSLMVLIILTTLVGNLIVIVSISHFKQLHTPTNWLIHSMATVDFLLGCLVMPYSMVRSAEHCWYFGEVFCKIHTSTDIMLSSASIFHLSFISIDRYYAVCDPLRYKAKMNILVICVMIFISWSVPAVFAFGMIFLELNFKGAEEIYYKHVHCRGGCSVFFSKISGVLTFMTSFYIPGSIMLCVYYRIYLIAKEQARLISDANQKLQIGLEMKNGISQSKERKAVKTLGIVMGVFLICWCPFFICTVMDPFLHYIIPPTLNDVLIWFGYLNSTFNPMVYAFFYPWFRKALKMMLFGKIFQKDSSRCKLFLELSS
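Test system: RD-HGA16 CHO cells with stable hTAAR1 and Gα16 / Probe or stimulus: EC80 β-phenethylamine stimulus / Times: seeding 17-24 h prior, 75-min 37 °C, 30-min RT dye loading / Detection: Fluo-8 calcium-sensitive fluorescence / Read-out basis: % inhibition scaled between DMSO and EC80 PEA controls / Repeats: singlicate, one well per test compound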
M1 antag – antagonists of human M1 muscarinic receptor; P11229; CHO-K1 hM1, Fluo-8 calcium fluorescence, ACh EC80 antagonist; inhibition, % at 3 µM; 360,000 tested, 1.3% active; AID 588852;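 active means percent inhibition above its own plate's cutoff, namely the mean of that plate's compound wells plus 3 SD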;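 further: peak over basal fluorescence ratio during 140 s after agonist addition; 0% = ACh EC80 plus DMSO and 100% = DMSO alone without agonist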
M1 PAM parental – nonselective activator or artifact in parental CHO-K1 calcium assay; ATP EC20, Fluo-8 calcium fluorescence; 0% at ATP EC20, 100% at ATP max; 360,000 tested, 0.02% active; activation, % at 3 µM;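 active means activation above the run cutoff, the mean activation of all test compounds plus 3 SD, cut at about 40% in these data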;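 further: peak over basal fluorescence ratio in a 140 s read after ATP addition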
CHO-K1 Ca antag – counter-screen for M1 antagonists: effect in parental CHO-K1 cells; ATP-induced calcium, Fluo-8 fluorescence; inhibition, % at 3 µM; 360,000 tested, 0.6% active; AID 602250;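 active means inhibition above a per-plate cutoff, the plate's mean sample inhibition plus 3 SD, cut at about 24% in these data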;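 further: 0% = DMSO plus EC80 ATP and 100% = DMSO alone without ATP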
TAAR1 agonist – human TAAR1 agonism | CHO RD-HGA16 TAAR1, Fluo-8 calcium fluorescence; vehicle wells 0%, saturating PEA agonist 100% | activation, % at 3 µM | 360,000 tested, 0.99% active | Q96RJ0;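 active means activation above the mean activation of all test compounds in the run plus 3 SD, cut at about 38% in these data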
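Test system: RD-HGA16 (CHO) cells co-expressing Gα16 and hTAAR1 / Benchmarks: DMSO vehicle as 0%, PEA at EC100 as 100% / Repeats: no replicates (n 1) / Measure: % activation from peak over basal fluorescence ratio, DMSO-to-PEA scaled / Timing: 17-24 h plating, Fluo-8 75 min 37 °C, 30 min RT / Technique: kinetic Fluo-8 calcium fluorescence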
M1 PAM – human CHRM1 positive allosteric modulation. AID 588819. CHO-K1 hM1, Fluo-8 calcium fluorescence, ACh EC20; 0% = ACh EC20, 100% = maximal ACh. P11229. 360,000 tested, 0.088% active. activation, % at 3 µM; in the data active means activation above about 19%, passing the limit was not always enough
Active calls of the source: *; nt = not tested or not shown.

SMILES	CHO-K1 Ca ag	CHRM1 agonist	CHO parental Ca	TAAR1 antag	M1 antag	M1 PAM parental	CHO-K1 Ca antag	TAAR1 agonist	M1 PAM
CN(C)c1nc(NCc2ccccc2)nc(SCC(=O)Nc2ccccc2Cl)n1	0.0	-8	-34	-23	-11	2	8	3	7
CCOC(=O)Cn1c(=O)cc(C)c2cccc(C)c21	-0.7	-4	-24	-23	-3	-9	-1	3	1
COCCOC(=O)C1=C(C)NC(=O)NC1c1ccc(Cl)cc1 (stereo unspecified)	1.0	-1	-1	1	-14	20	-35	-1	8
Cc1ccc2[nH]c3c(=O)n(N)c(=O)[nH]c3c2c1	1.1	-3	2	-17	-4	22	-13	1	9
Cc1cc(NC(=O)c2cccs2)cc(-c2nc3ncccc3o2)c1O	0.7	-3	-18	3	0	14	1	10	1
CC1CN=C(N(C(=O)Nc2ccccc2)C(C)C)S1 (stereo unspecified)	-0.1	-4	-9	5	8	0	0	4	-1
Cc1ccc(O)c(CP(=O)(c2ccccc2)c2ccccc2)c1	3.7	-3	-25	2	-5	23	-13	4	1
Cc1ccccc1C(=O)Nc1scc(-c2ccc(Br)cc2)c1C(=O)O	0.2	1	-11	1	-3	5	-6	-1	4
CCOc1ccc(-n2c(SC(C)C)nc3c(c2=O)SCC3)cc1	0.5	-3	-5	7	9	-21	1	8	-3
O=C(Nc1ccc(Nc2ccccc2)cc1)c1ccc(Br)cc1	0.1	-2	6	3	-10	-6	3	5	4
COc1nccc(C(F)(F)F)c1C(=O)NC(=O)Nc1c(C)cccc1C	0.5	-6	-6	-23	-14	6	-5	1	6
COc1ccc(CNC(=O)OC23CN(C(=O)OC(C)C)N(C(=O)OC(C)C)CC2(O)CN(S(=O)(=O)c2ccc(C)cc2)C3)cc1OC (stereo unspecified)	2.8	-4	nt	28	0	6	-6	7	-3
Cc1cc(=O)oc2c(CN3CCCCC3)c(O)ccc12	-0.1	-6	nt	-4	-13	5	-12	1	2
CCOc1cc(C2C(C#N)=C(N)Oc3n[nH]c(C)c32)ccc1OCCN1CCOCC1 (stereo unspecified)	-0.2	-4	-9	-11	-22	10	-11	2	4
O=C(CCc1ccccc1)NNC(=O)c1ccccn1	1.1	-3	1	-12	-6	6	-12	14	8
Cc1cccc(N(C(=O)Cc2cccs2)C(C(=O)NCc2ccco2)c2ccncc2)c1 (stereo unspecified)	0.8	-9	-22	-5	0	22	-18	2	7
CCCCNC(=O)C1(C)CCN1C(=O)c1cc(-c2ccccc2)cs1 (stereo unspecified)	1.2	1	nt	-13	-1	2	4	1	-3
Cc1ccc(N(C(=O)c2ccco2)C(C(=O)NC2CCCC2)c2cccnc2)cc1C (stereo unspecified)	0.6	1	-16	2	-2	-5	-7	3	0
O=C(Nc1nnc(SCC(=O)N2CCOCC2)s1)c1ccccc1	-0.1	-5	0	1	-4	8	6	3	8
COc1cccc(OCC(O)CN2CC(C)CC(C)C2)c1 (stereo unspecified)	0.2	-6	-7	-13	-8	9	-10	7	-1
CC(NC(=O)COc1ccc(N(C)S(=O)(=O)c2ccccc2)cc1)c1ccccc1 (stereo unspecified)	1.4	-4	-20	-29	-5	8	-13	2	4
CC1(Oc2cccc(C#N)c2)CCN(Cc2ccc(-c3ccccn3)cc2)C1 (stereo unspecified)	0.9	-7	nt	1	6	-2	10	0	-19
N=C1C(c2nc(-c3ccc(F)cc3)cs2)=C(O)CN1Cc1ccc(Cl)cc1	-0.1	-3	-1	0	-1	6	3	2	5
CC(=O)C(Cc1ccccc1)NC(=O)COC(=O)c1cc(S(=O)(=O)N2CCOCC2)ccc1F (stereo unspecified)	0.9	-2	nt	-7	-4	7	-12	3	1
Cc1cc(NC(=O)C(C)SCC(=O)OC(C)C(=O)Nc2ccc(F)cc2Cl)no1 (stereo unspecified)	-0.1	-4	-15	7	-14	24	-1	0	11
CCCn1cc(S(=O)(=O)c2ccccc2)c(=O)c2cc(OCC)ccc21	1.5	-4	-5	-11	-17	12	-25	-3	5
Cc1nc(Cl)sc1C(=O)Nc1cccc(Cl)c1	7.1	-1	1	2	-7	24	-13	4	0
CCOC(=O)c1cc2c(C(F)(F)F)cc(-c3cccnc3)nc2o1	-0.3	-1	-7	4	-12	16	-11	3	10
Cc1c(C(=O)N2CCC(n3nccc3NC(=O)C3CC3)CC2)[nH]c2ccc(Cl)cc12	0.0	-1	-8	3	-9	3	-17	2	15
CON=C1CCN(c2ncc(C(F)(F)F)cc2Cl)CC1	0.5	-3	-3	7	-6	7	-1	5	3
COC(=O)c1ccc(C(=O)OC)c(NC(=O)CS(=O)(=O)Cc2ccccc2)c1	0.6	-4	-11	13	-9	18	-8	2	4
COc1ccc(OC)c(NC(=O)C2CCCN(S(=O)(=O)c3cccc4nsnc34)C2)c1 (stereo unspecified)	1.4	-2	2	21	-5	11	-1	5	-7
CSc1ccc(C(=O)C2CCCN(S(=O)(=O)N(C)C)C2)cc1 (stereo unspecified)	4.6	-2	-25	8	1	13	-8	12	7
Cn1nc(-c2ccccc2F)c2cc(C(=O)N3CCN(C(=O)c4ccco4)CC3)sc21	2.0	-3	-19	16	-10	20	-14	9	3
Cc1noc(C)c1S(=O)(=O)N1CCN(c2ccccc2)CC1	0.5	-6	-7	-30	9	12	-4	1	-4
N=c1c2c(ncn1CCN1CCOCC1)Oc1ccc3ccccc3c1C2c1ccccc1 (stereo unspecified)	5.7	-3	-9	2	5	14	-4	15	3
O=C(N/N=C/c1c(O)n(-c2ccc(Cl)cn2)c(=O)c2ccccc12)c1ccncc1	2.1	2	-6	4	-14	15	-4	6	6
COc1cc(C2=NOC(C(=O)N3CCCc4ccccc43)C2)cc(OC)c1OC (stereo unspecified)	1.6	-3	-19	16	10	6	-2	7	-6
CCCC(=O)c1c(NCCO)cc(C)oc1=O	0.0	-2	-1	-17	-8	11	4	0	17
COc1ccc(C(=O)NCCS(=O)(=O)NC(C)c2ccccc2)cc1 (stereo unspecified)	0.6	-2	2	-22	-10	11	-10	3	4

Only TAAR1 antag and M1 antag, for 4 of the compounds above:
SMILES	TAAR1 antag	M1 antag
O=C(N/N=C/c1c(O)n(-c2ccc(Cl)cn2)c(=O)c2ccccc12)c1ccncc1	4	-14
COc1cc(C2=NOC(C(=O)N3CCCc4ccccc43)C2)cc(OC)c1OC (stereo unspecified)	16	10
CCCC(=O)c1c(NCCO)cc(C)oc1=O	-17	-8
COc1ccc(C(=O)NCCS(=O)(=O)NC(C)c2ccccc2)cc1 (stereo unspecified)	-22	-10

Further compounds follow:
SMILES	CHO-K1 Ca ag	CHRM1 agonist	CHO parental Ca	TAAR1 antag	M1 antag	M1 PAM parental	CHO-K1 Ca antag	TAAR1 agonist	M1 PAM
COc1cc(NC(=O)C2CC2C)c(C(=O)O)cc1OC (stereo unspecified)	0.9	-2	-2	-10	-6	17	-5	0	6
COc1ccc(CCC(=O)N2CCN(c3ccc([N+](=O)[O-])cc3)CC2)cc1OC	2.5	-4	11	-28	-4	7	-2	-1	5
COc1ccc(C(=O)OCC(=O)NC(C)CCc2ccccc2)c(OC)c1 (stereo unspecified)	-0.6	-4	-31	1	-9	-3	-11	-1	0
CCCCCc1c(-c2ccccc2)ncn1CCc1ccccc1OC	4.2	nt	nt	7	nt	21	-10	13	nt
O=C(NNc1ncnc2c1cnn2-c1cccc(Cl)c1)c1ccco1	1.8	1	-6	-9	-3	-11	-2	7	2
CCOC(=O)c1cc(=O)nc(N)s1	0.2	-2	nt	-40	-2	-13	4	1	-3
CCC(C)NC(=O)c1ccc(C(=O)c2ccccc2)cc1 (stereo unspecified)	0.7	-5	-10	14	-5	6	-17	6	8
O=C(c1ccco1)N1CCN(CCOc2ccccc2)CC1	0.3	-3	-22	-51	-10	13	-6	11	11
O=C(COC(=O)c1ccco1)Nc1ccc2c(c1)OCCO2	0.1	-1	-3	5	10	11	7	-1	9
COc1ccc(S(=O)(=O)N(C)C)cc1NC(=O)CSc1nc(N)cc(N)n1	0.2	-2	10	-27	-7	-5	-11	-1	3
CCOC(=O)[C@]12CCCC=C1N(Cc1ccc(Cl)cc1Cl)C(=O)[C@H](CC(=O)NCc1cccc(C(F)(F)F)c1)C2	0.3	nt	nt	9	nt	18	-18	-1	nt
CCOC(=O)C1=NN(C(=O)c2ccc(OC)cc2)C(O)(c2ccc(Cl)cc2)C1 (stereo unspecified)	7.7	-2	-9	11	1	25	1	65*	-7
O=C(c1cc(C(=O)c2ccco2)cc(C(=O)c2ccco2)c1)c1ccco1	1.6	-7	-16	11	-10	22	-13	3	4
COCC(C)n1c(SCC(=O)N2CCc3ccccc3C2)nc2ccccc2c1=O (stereo unspecified)	0.6	-7	-21	-9	1	-9	8	0	-2
Cc1ccccc1/C=C/C1=NCCN1	0.5	-4	-2	-19	-25	10	-11	5	0
CCn1c(SCC(=O)c2ccc3c(c2)OCCO3)nnc1C(C)C	0.2	-5	-9	-7	-4	17	-4	7	3
CN1CCN(c2ccccc2NC(=O)c2ccc([N+](=O)[O-])o2)CC1	0.2	-7	-18	nt	-5	1	3	nt	10
CCOC(=O)c1nc(N)sc1C(=O)OCC	-0.3	2	-18	0	-24	8	3	3	3
Cc1nn(C(=O)c2ccccc2)c2c1C(=O)CC(C)(C)C2	0.2	-1	-5	11	2	15	-8	-1	3
COc1ccc(C(=O)O)cc1NC(=S)NC(=O)C(c1ccccc1)c1ccccc1	0.7	-4	6	2	-3	28	-12	-2	3
COc1ccc(CN2CCN(Cc3ccccc3F)CC2)cc1OC	0.8	-7	-13	5	-12	8	-8	-1	5
COc1cccc(NC(=O)CSc2nnc(NC(=O)C3CCC3)s2)c1	2.8	-2	-18	-18	-9	9	-13	2	7
C=CCNc1nnnc2c1sc1nc(N3CCOCC3)c3c(c12)CCCC3	0.6	-4	-15	20	-1	14	13	0	-2
Cc1nc(C)c(C(=O)N/N=C/c2cc(Br)ccc2O)s1	0.1	0	-12	-12	-1	5	-10	3	4
COc1ccc(Cn2nc(C(=O)O)c3ccccc3c2=O)cc1F	1.8	4	-25	-19	0	5	-17	3	15
CC(=O)N1CCN(c2ccc(NC(=O)c3ccccc3Br)cc2Cl)CC1	1.8	-5	-9	12	-8	0	-5	12	-6
O=C(C1CCN(S(=O)(=O)c2ccc(-n3cnnn3)cc2)CC1)N1CCCCC1	5.8	-1	10	-12	11	-17	-3	6	-7

Records listed above printed as active in TAAR1 agonist:
Structure | CHRM1 agonist | M1 antag | TAAR1 agonist
CCOC(=O)C1=NN(C(=O)c2ccc(OC)cc2)C(O)(c2ccc(Cl)cc2)C1 (stereo unspecified) | -2 | 1 | 65*

Outcome played no part in choosing rows, and some 4.4% of all compounds hit somewhere here.
